FXIIa inh = inhibitors of human coagulation factor XIIa. purified FXIIa, Boc-QGR-AMC fluorogenic substrate, 2 h. inhibition, % at 5 µM. hit rate 0.3% among 220,000. AID 800; in the data active = inhibition above about 40%;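 also: 0% = enzyme with no compound and 100% = blank without enzyme; many of its hits are not listed in these tables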
FXIa inh = blocks human coagulation factor XIa protease activity. P03951. purified FXIa, Boc-Glu-Ala-Arg-AMC fluorogenic substrate. inhibition, % at 5 µM. hit rate 0.14% among 220,000;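 active = inhibition of at least 40%; inactive = inhibition below 40%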;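 also: fluorescence of freed AMC excited at 355 nm; 0% = enzyme without compound and 100% = no enzyme blank; many of its hits are not listed in these tables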
Target sequence (P03951 19-387 limits assumed): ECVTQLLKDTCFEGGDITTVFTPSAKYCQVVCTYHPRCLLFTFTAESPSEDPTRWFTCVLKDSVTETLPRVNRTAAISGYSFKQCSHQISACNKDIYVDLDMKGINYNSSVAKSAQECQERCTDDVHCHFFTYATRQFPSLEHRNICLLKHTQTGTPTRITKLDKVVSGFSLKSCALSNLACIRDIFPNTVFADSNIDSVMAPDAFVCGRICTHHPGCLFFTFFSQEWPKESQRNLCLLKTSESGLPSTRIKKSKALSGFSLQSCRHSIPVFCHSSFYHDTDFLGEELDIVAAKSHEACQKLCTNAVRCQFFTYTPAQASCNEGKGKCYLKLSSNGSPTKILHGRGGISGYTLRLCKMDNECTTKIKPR
Target sequence (P03951 388-625 limits assumed): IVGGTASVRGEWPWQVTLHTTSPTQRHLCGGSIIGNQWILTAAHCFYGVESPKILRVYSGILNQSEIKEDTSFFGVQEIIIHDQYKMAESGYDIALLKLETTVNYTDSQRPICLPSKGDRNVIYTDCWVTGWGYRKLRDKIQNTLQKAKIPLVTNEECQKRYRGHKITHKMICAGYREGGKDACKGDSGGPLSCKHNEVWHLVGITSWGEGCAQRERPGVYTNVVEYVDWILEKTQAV
zVAD death inh = blocks zVAD induced death of L929 cells | L929 zVAD necroptosis rescue, ATP luminescence, 24 h; with zVAD 60 µM | hit rate 0.38% among 220,000 | viability rescue, % at 10 µM | AID 1377;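 active = activation, scaled between plate controls, above about 75%, limit read from the data; inactive = activation under that limit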;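 also: 0% = zVAD with DMSO and 100% = DMSO alone without zVAD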
KLK5 inh = kallikrein 5 (human) inhibition | inhibition, % at 5 µM | recombinant hK5, fluorogenic AMC substrate cleavage | hit rate 0.59% among 210,000 | AID 873 | Q9Y337;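 active = inhibition of 40% or more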;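 also: 0% = enzyme controls without compound and 100% = no-enzyme blanks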
Target sequence (Q9Y337 67-293 limits assumed): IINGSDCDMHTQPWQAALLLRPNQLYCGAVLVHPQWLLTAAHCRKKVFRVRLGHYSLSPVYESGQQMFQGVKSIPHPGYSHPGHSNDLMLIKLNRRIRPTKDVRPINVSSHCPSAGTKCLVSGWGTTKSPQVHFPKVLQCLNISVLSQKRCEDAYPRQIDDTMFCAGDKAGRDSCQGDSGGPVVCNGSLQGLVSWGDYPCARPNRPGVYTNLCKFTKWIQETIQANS
Thrombin inh = thrombin (human) inhibition. P00734. alpha-thrombin, Boc-VPR-AMC fluorogenic substrate cleavage. inhibition, % at 5 µM. hit rate 0.26% among 220,000. AID 1046;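 active = inhibition at or above 40%; inactive = inhibition below 40%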;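 also: 0% = enzyme with no compound and 100% = wells without enzyme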
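Material: Human alpha-thrombin protein | Buffer or medium: pH 7.5 Tris-saline with Tween 20 | Reagent: Boc-VPR-AMC substrate, 15 µM final | Schedule: Reaction at ambient temperature | Detection: AMC fluorescence at 355 nm excitation and 460 nm emission | Evaluation: Percent inhibition scaled between no-compound controls and no-enzyme blanks | Controls: no-compound enzyme wells and no-enzyme blanks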
TNF necrop inh = inhibitors of TNF-alpha induced necroptosis in Jurkat FADD-/- cells; Jurkat FADD-/- TNF necroptosis rescue, ATP luminescence, 24 h; 0 = TNF only, 100 = no-TNF cells; activation (protection from cell death), % at 10 µM; hit rate 0.068% among 220,000;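 active = activation, meaning protection from cell death, of at least 50% relative to plate controls; inactive = activation below 50%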;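 also: necroptosis triggered by 40 ng/mL TNF-alpha added together with compound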
Cl transport mod = modulators of human KCC2 chloride dependent transport; AID 1456; B-score of Tl+ flux slope (higher = more flux/activation; lower = inhibition) at 10 µM; Q9H2X9; hit rate 2.2% among 190,000; KCC2 cells, thallium flux FluoZin-2 fluorescence;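 active = thallium flux slope and its plate-corrected score both differing from the plate sample mean at a set confidence after two filtering rounds, in either direction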;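 also: slope of fluorescence scaled to starting intensity during 10 to 20 s after thallium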
Hck-Nef inh = blocks Nef-activated human Hck kinase | Recombinant Hck-YEEI plus Nef, Z-Lyte FRET kinase assay | hit rate 0.68% among 220,000 | P08631 | AID 463187 | inhibition, % at 20 µM;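 active = Hck-Nef kinase inhibition above about 50%, limit read from the data; inactive = inhibition below that limit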;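 also: 0% = DMSO with Hck plus Nef and 100% = Hck alone without Nef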
Rad51 HR inh = Rad51 (human) homologous recombination inhibition | Q06609 | hRad51 DNA strand exchange, fluorescence dequenching | inhibition, % at 10 µM | hit rate 0.085% among 200,000;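 active = inhibition above 40% at the single screening dose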;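 also: 0% = DMSO control wells and 100% = blanks with heterologous ssDNA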
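Material: Human Rad51 nucleoprotein filaments preassembled on unlabelled ssDNA | Also added: Labelled 47-mer dsDNA for strand exchange | Dosing: Single dose, 10 µM final compound | Schedule: 30-min compound preincubation and 15-min exchange, both room temperature | Technique: Fluorescence dequenching at 485/520 nm | Measure: Percent inhibition relative to plate controls and blanks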
The depositor's hits bear a star; · = no result given.

SMILES	FXIIa inh	FXIa inh	zVAD death inh	KLK5 inh	Thrombin inh	TNF necrop inh	Cl transport mod	Hck-Nef inh	Rad51 HR inh
O=C(O)COc1ccc(/C=N/NC(=O)c2ccc(-c3csc(Nc4ccc(Cl)cc4)n3)cc2)cc1	3	1	0.1	-3	0	2.3	0.14	75*	7
Cc1nn(-c2ccccc2)c(/N=C/c2ccc(O)cc2)c1-c1ccccc1	18	6	1.7	4	2	0.8	0.16	2	6
COc1ccc(C2c3ccc4ccccc4c3Oc3ncn4nc(Cc5ccccc5)nc4c32)cc1OC (stereo not drawn)	5	-9	0.2	-13	-5	-1.3	0.026	2	3
CCOC(=O)CSc1ccc2nnc(CCNS(=O)(=O)c3ccccc3)n2n1	12	2	0.4	·	-1	0.1	-0.0023	2	·
O=C(Cc1ccccc1)N1CCC(c2nc(-c3ccc(F)cc3)no2)CC1	14	-3	-0.4	0	2	-0.5	-4.2	-1	-8
CC1CC(C)CN(C(=O)CSc2nnc(CSc3ncccn3)n2C)C1 (stereo not drawn)	10	0	0.3	-9	-2	-1.2	0.14	2	8
Cc1ccccc1OCC(=O)OC(C(=O)c1ccccc1)c1ccccc1 (stereo not drawn)	30	24	0.4	-13	-1	3.1	-0.79	3	0
Cc1ccc(C)c(NC(=O)CN(C)C(=O)c2cccc(S(=O)(=O)N(C)C)c2)c1	1	-4	1.5	-4	-10	1.0	1.7	23	14
CCOc1ncccc1C(=O)OC(C)C(=O)NC(=O)NC1CCCCC1 (stereo not drawn)	9	2	3.5	5	-1	0.5	-1.2	24	21
O=C(Nc1nc2cc3c(cc2s1)OCCO3)c1cccs1	9	5	0.7	4	-1	-12	0.36	14	·
C=COCCNC(=O)C(=O)NC(C)C	17	-2	0.4	-13	1	-3.4	-0.016	0	-7
Cc1ccc(N2CC(C(=O)N3CCCc4ccccc43)CC2=O)cc1 (stereo not drawn)	25	23	0.7	0	-8	-0.3	·	0	-13
c1ccc(-c2nnc3sc(-c4ccncc4)nn23)cc1	9	6	-0.1	-9	-4	-1.4	-1.1	6	-2
CC(/C=N/NC(=O)c1cc(C(C)C)[nH]n1)=C\c1ccccc1	-5	4	20	29	46*	-4.2	-0.26	-1	-6
CCOC(=O)C(NC(=O)NCc1ccc(F)cc1)(OCC)C(F)(F)F (stereo not drawn)	4	-10	1.1	-6	-9	2.3	1.1	0	5
CCOC(=O)CC(=O)NC(CC(=O)OC)c1ccc(C(C)C)cc1 (stereo not drawn)	9	0	3.5	4	4	0.5	-0.11	18	-10
CCC(C)N1C(=O)N(C)C2NC(=O)NC21 (stereo not drawn)	8	-1	2.0	8	-4	-0.8	0.5	18	1
O=C(CSCc1ccccc1F)NCc1ccc(F)cc1	-1	-9	0.6	-17	-1	4.9	-0.44	-13	-12
CC(=O)Nc1c(C(=O)N2CCN(c3ncccn3)CC2)cnn1-c1ccccc1Cl	·	·	-0.2	·	·	-1.2	-0.6	0	·
O=C(Cn1cnc2ccccc2c1=O)NCC(=O)N1CCOCC1	14	3	0.7	-7	3	0.3	0.65	17	1
O=S(=O)(NCC(c1cccnc1)N1CCN(c2ccc(F)cc2)CC1)c1cc(F)ccc1F (stereo not drawn)	7	0	-0.4	0	-2	2.0	-0.00011	5	-14
Cc1sc(NC(=O)c2ccco2)c(C(c2ccccc2)N2CCC(C)CC2)c1C (stereo not drawn)	9	-1	3.1	-3	2	1.1	0.66	19	-7
Cc1ccc([N+](=O)[O-])cc1S(=O)(=O)N(C(=O)c1ccncc1)c1ccc2oc3c(c2c1)CCCC3	10	6	-0.2	-1	-10	0.2	-1.1	2	-4
O=c1oc2cc(Oc3ccc(C(F)(F)F)cc3[N+](=O)[O-])ccc2c2c1CCC2	7	-5	-0.3	-2	-7	0.0	0.48	2	-2
Cc1cccc(NC(=O)Nc2ccccn2)c1C	9	4	3.3	3	-3	1.1	0.73	17	·
CCc1ccccc1NC(=O)N1CCC(NC(=O)C(Cc2ccccc2)NC(C)=O)CC1 (stereo not drawn)	8	-4	3.3	0	-4	0.0	-0.091	21	3
CCOc1ccc(N2C(=O)CC(N(CCc3ccc(OC)cc3)C(=O)/C=C/C(=O)O)C2=O)cc1 (stereo not drawn)	-1	-1	0.2	-6	·	0.3	-1.7	13	-11
COc1c(C)cc(C(=O)C2CCCN(C(=O)c3snnc3C)C2)cc1C (stereo not drawn)	10	1	-0.4	12	-4	0.6	0.92	24	·
CC(=O)c1ccc(NC(=O)c2ccc(CNc3c(N4CCCC4)c(=O)c3=O)cc2)cc1	11	1	-0.5	5	-3	-0.2	0.3	7	14
Clc1ccc(-n2cc(-c3ccc(Br)cc3)[n+]3c2CCCCC3)cc1	4	7	0.3	2	-7	3.1	0.35	1	·

Already shown: 5 of the compounds above.
SMILES	FXIIa inh	FXIa inh	zVAD death inh	KLK5 inh	Thrombin inh	TNF necrop inh	Cl transport mod	Hck-Nef inh	Rad51 HR inh
O=C(O)COc1ccc(/C=N/NC(=O)c2ccc(-c3csc(Nc4ccc(Cl)cc4)n3)cc2)cc1	3	1	0.1	-3	0	2.3	0.14	75*	7
Cc1nn(-c2ccccc2)c(/N=C/c2ccc(O)cc2)c1-c1ccccc1	18	6	1.7	4	2	0.8	0.16	2	6
COc1ccc(C2c3ccc4ccccc4c3Oc3ncn4nc(Cc5ccccc5)nc4c32)cc1OC (stereo not drawn)	5	-9	0.2	-13	-5	-1.3	0.026	2	3
CCOC(=O)CSc1ccc2nnc(CCNS(=O)(=O)c3ccccc3)n2n1	12	2	0.4	·	-1	0.1	-0.0023	2	·
O=C(Cc1ccccc1)N1CCC(c2nc(-c3ccc(F)cc3)no2)CC1	14	-3	-0.4	0	2	-0.5	-4.2	-1	-8

Three structures already listed, sorted by length of the SMILES, ascending.
SMILES	FXIIa inh	FXIa inh	zVAD death inh	KLK5 inh	Thrombin inh	TNF necrop inh	Cl transport mod	Hck-Nef inh	Rad51 HR inh
O=C(CSCc1ccccc1F)NCc1ccc(F)cc1	-1	-9	0.6	-17	-1	4.9	-0.44	-13	-12
CCOc1ccc(N2C(=O)CC(N(CCc3ccc(OC)cc3)C(=O)/C=C/C(=O)O)C2=O)cc1 (stereo not drawn)	-1	-1	0.2	-6	·	0.3	-1.7	13	-11
O=C(O)COc1ccc(/C=N/NC(=O)c2ccc(-c3csc(Nc4ccc(Cl)cc4)n3)cc2)cc1	3	1	0.1	-3	0	2.3	0.14	75*	7

The list continues:
SMILES	FXIIa inh	FXIa inh	zVAD death inh	KLK5 inh	Thrombin inh	TNF necrop inh	Cl transport mod	Hck-Nef inh	Rad51 HR inh
CC1(C)CC(=O)C(C=Nc2ccc(Cl)cn2)=C(O)C1	-2	-6	0.2	-24	1	-1.1	-0.18	1	-7
COc1cccc(NC(=O)N2CCCC(C(=O)Nc3ccccc3OC)C2)c1 (stereo not drawn)	21	5	0.5	-9	3	1.0	0.79	1	1
N/C(Cc1ccc(Cl)cc1Cl)=N\OC(=O)Cc1ccc(Cl)cc1	9	1	0.7	-22	-2	1.7	0.87	2	6
CC(C)(C)NS(=O)(=O)c1ccc(CCC(=O)O)cc1	5	-2	0.3	-1	-1	-0.2	0.0052	0	0
CCOC(=O)c1c(/N=C/c2cccc([N+](=O)[O-])c2O)sc(C)c1C	8	5	0.6	-2	4	-0.3	-1	1	·
O=C(CCc1nc2ccccc2c(=O)[nH]1)OCc1nnc(-c2ccccc2)o1	9	3	-0.2	-6	2	-1.6	0.62	4	-9
O=C(Nc1ccc2c(c1)OCO2)C1(S(=O)(=O)c2ccc(Cl)cc2)CC1	6	-3	1.2	-17	5	-0.2	·	1	1
c1ccc(Cn2nnnc2C(c2cccs2)N2CCc3ccccc3C2)cc1 (stereo not drawn)	15	6	-1.0	-19	1	0.3	-2.5	-3	4
Cc1ccc(CNC(=O)c2ccc(C#CC(C)(C)O)s2)cc1	10	2	0.5	-2	3	0.4	0.85	-2	11
CC(C)N(Cc1nc(-c2ccc(Cl)cc2)no1)C(=O)CCC1CCCC1	13	4	1.0	-2	-3	1.5	-0.35	0	10
O=C1CC(C(=O)Nc2cccc(F)c2)n2ncnc2N1 (stereo not drawn)	9	-3	2.4	1	-4	-0.7	0.64	19	0
O=C(Nc1cccc(Cl)c1N1CCOCC1)c1ccc([N+](=O)[O-])o1	14	2	0.3	2	2	1.1	-0.56	24	8
COc1ccc2c(c1)O[C@@H](c1cccc(C(F)(F)F)c1)[C@H](OC(=O)N[C@H]1CCCc3ccccc31)C2=O	30	20	4.3	-8	2	-0.6	-0.34	-5	-3
O=C(NCCCCC(NC(=O)c1ccc([N+](=O)[O-])cc1)C(=O)O)c1ccc([N+](=O)[O-])cc1 (stereo not drawn)	13	5	-0.2	-8	2	1.2	0.47	2	-1
COc1ccc(N2C(=O)CN=C2Nc2nc(C)cc(C)n2)cc1	15	9	0.9	6	1	0.1	0.67	8	-2
COc1ccc(N2CCN(C(=O)Nc3cccc(C(F)(F)F)c3)CC2)cc1	5	-16	0.3	-27	-4	2.4	-0.64	1	4
CNC(=O)CN(c1ccc(C(C)C)cc1)S(C)(=O)=O	12	1	-0.5	8	-5	-0.5	-0.018	0	1
O=C(NC1CCN(C(=O)N2c3ccccc3Sc3ccccc32)CC1)c1ccccc1Cl	11	3	1.3	2	-1	-9.3	-0.92	-1	-4
NC(=O)C[N+]1(CC#CC(O)(c2ccccc2)c2ccccc2)CCCC1	3	-6	1.4	-5	-14	-0.2	0.18	26	-9
O=C(CN1CCC(c2nc3ccccc3s2)CC1)N1CCCCC1	5	-6	0.9	-2	-6	1.1	-2.1	20	11
CC1(CC(=O)Nc2ccccc2)NC(=S)N(c2ccccc2)N1 (stereo not drawn)	3	-2	1.5	-16	5	-1.3	-0.34	9	18
CCn1cc(CN2CCN(Cc3ccc(C)o3)C(CCO)C2)c2ccccc21 (stereo not drawn)	13	8	-1.8	3	-8	0.8	0.093	11	-6
CCC1(C)CC(=O)N(c2ccc(C(=O)O)c(O)c2)C1=O (stereo not drawn)	9	4	0.1	5	4	0.3	·	3	5

Screening data: PubChem BioAssay, several laboratories

Some of the compounds tested; the hit share may differ from the screen's.
